HTR2A ag = agonists of mouse serotonin 5-HT2A receptor (HTR2A) | 360,000 tested, 0.66% active | P35363 | CHO-K1 mHTR2A beta-arrestin complementation, luminescence; percent of 30 µM serotonin response | activation, % at 7.6 µM;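 active = activation above a run cutoff, the mean activation of all tested compounds plus 3 SD, cut at about 14% in these data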;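 also: 0% = plate median of compound wells and 100% = 30 µM serotonin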
TLR9-MyD88 inh = inhibitors of human TLR9-MyD88 binding. Q9NR96+Q99836. CHO BLA complementation TLR9-MyD88, CCF4 FRET ratio. inhibition, % at 4.98 µM. 340,000 tested, 0.21% active. AID 504734;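 active = inhibition above the mean over all tested compounds plus 3 SD, cut at about 21% in these data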;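 also: 0% = DMSO only wells and 100% = clavulanate BLA inhibitor control wells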
NOD2 RIPK2 PPI = inhibitors of human NOD2-RIPK2 interaction | CHO BLA complementation NOD2-RIPK2, CCF4 ratio | 360,000 tested, 0.38% active | O43353 | inhibition, % at 4.98 µM; in the data active = inhibition above about 21%;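 also: 0% = vehicle only and 100% = reference blocker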
ABCB6 inh 2 = inhibitors of human ABC transporter ABCB6; K562-ABCB6 porphyrin accumulation, flow cytometry, 1 h; stronger effect = lower value; Q9NP58; 360,000 tested, 0.19% active; fluorescence ratio to DMSO, % at 10 µM; AID 602162;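 active = fluorescence ratio to DMSO below 75%, the collection mean minus 3 SD; inconclusive = too few cells collected in the well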;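 also: signal is porphyrin accumulated inside mitochondria; 100% equals median channel fluorescence of DMSO control wells; lower ratio means ABCB6 inhibition with less porphyrin fluorescence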
MC4R barr agon = agonists of human melanocortin 4 receptor (MC4R) beta-arrestin. 360,000 tested, 0.98% active. U2OS MC4R beta-arrestin complementation, luminescence; percent of melanotan II response, DMSO zero. activation, % at 8.9 µM. P32245;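 active = activation above a per-plate cutoff, the mean activation of sample wells on that plate plus 3 SD, cut at about 8% in these data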
NCOA2 inhibitor = inhibits human steroid receptor coactivator 2 | Q15596 | 370,000 tested, 0.17% active | AID 651957 | HEK293 GAL4-SRC2 luciferase reporter, luminescence | inhibition, % at 9 µM;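 active = inhibition above the mean inhibition of all tested compounds plus 3 SD, set per campaign, cut at about 52% in these data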;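 also: 0% = DMSO treated cells and 100% = cells given Gossypol at 36 µM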
Target sequence (Q15596 whole entry, looked up, the tested form may be a part): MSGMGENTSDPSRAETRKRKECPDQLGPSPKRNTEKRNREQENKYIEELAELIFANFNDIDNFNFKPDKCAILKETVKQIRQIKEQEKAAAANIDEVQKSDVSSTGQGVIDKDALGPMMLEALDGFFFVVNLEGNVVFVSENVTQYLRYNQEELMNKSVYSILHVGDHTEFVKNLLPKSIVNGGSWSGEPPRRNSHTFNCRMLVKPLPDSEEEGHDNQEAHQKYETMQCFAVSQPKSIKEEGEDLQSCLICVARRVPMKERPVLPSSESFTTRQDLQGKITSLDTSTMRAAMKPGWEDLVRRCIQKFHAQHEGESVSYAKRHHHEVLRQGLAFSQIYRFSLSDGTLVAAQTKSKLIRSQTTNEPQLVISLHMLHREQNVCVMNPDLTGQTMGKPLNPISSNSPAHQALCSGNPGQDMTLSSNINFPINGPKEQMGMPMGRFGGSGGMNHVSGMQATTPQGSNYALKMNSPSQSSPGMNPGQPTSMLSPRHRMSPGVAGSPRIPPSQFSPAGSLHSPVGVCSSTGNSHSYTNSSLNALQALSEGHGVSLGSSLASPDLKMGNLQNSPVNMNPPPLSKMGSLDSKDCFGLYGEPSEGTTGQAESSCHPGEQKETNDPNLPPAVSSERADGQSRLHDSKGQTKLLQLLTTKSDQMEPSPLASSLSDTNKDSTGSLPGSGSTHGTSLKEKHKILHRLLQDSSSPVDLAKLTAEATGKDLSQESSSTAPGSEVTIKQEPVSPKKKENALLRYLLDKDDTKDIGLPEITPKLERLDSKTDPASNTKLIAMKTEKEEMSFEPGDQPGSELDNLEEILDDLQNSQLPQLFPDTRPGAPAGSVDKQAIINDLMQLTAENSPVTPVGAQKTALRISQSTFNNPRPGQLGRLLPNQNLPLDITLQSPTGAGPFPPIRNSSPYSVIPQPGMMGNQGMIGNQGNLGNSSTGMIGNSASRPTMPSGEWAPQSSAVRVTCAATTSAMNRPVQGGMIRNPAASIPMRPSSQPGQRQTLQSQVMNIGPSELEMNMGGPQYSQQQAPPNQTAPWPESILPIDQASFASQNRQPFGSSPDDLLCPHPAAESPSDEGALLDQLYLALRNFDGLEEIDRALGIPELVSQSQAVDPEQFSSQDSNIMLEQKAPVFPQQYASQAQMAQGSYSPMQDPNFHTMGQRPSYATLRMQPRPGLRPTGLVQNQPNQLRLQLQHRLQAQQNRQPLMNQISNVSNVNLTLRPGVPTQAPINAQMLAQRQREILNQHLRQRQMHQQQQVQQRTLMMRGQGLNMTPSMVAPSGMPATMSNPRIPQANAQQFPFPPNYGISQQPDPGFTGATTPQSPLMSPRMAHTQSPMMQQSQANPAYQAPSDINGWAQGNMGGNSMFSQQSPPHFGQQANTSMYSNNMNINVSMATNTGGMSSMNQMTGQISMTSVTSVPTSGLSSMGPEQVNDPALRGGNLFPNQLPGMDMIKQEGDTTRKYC
N-glyco inh = blocks N-linked glycosylation in D54 reporter cells | D54 ERlucT glycosylation luciferase reporter, 24 h; percent of 100 nM tunicamycin response | AID 588692 | reporter increase, % at 12.5 µM | 360,000 tested, 0.23% active;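 active = mean luciferase reporter signal, scaled so untreated is 0 and the glycosylation-blocking control 100, at or above a set limit in every replicate; inconclusive = mean reaches the limit but not every replicate does; inactive = mean below the limit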;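 also: luciferase carries N-glycosylation sites so blocking glycosylation raises the light; 0% = median of neutral control wells and 100% = median of 100 nM tunicamycin wells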
ABHD5 PLIN5 PPI = blocks binding of human ABHD5 to perilipin-5; Q00G26+Q8WTS1; Split G. princeps luciferase complementation, luminescence, 4 h; inhibition, % at 4 µM; 360,000 tested, 0.78% active; AID 602281;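 active = inhibition above the mean inhibition across every tested compound plus 3 SD, cut at about 22% in these data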;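 also: 0% = DMSO only wells and the 100% control is not disclosed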
Cardio protect = protects H9c2 cardiomyocytes from peroxide injury; 360,000 tested, 0.63% active; H2O2 injury protection, ATPLite, 2 h; protection from H2O2 cell death, % at 20 µM;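 active = compounds giving at least 50% protection of heart cells from peroxide-induced death in the single-dose screen, raw or plate-pattern-corrected value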;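 also: 0% = DMSO wells with peroxide and 100% = DMSO wells without peroxide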
MC4R antagonist = blocks human MC4R cAMP signaling; AID 540295; 360,000 tested, 0.48% active; inhibition, % at 6.5 µM; P32245; MC4R-expressing cells, MTII-stimulated cAMP, LANCE TR-FRET;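 active = inhibition above its plate's cutoff, the mean of tested wells on that plate plus 3 SD, cut at about 29% in these data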;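 also: 0% = Melanotan II alone and 100% = Melanotan II plus saturating MCL0020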
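material = U2OS cells stably expressing human melanocortin 4 receptor (MC4R) | also added = Melanotan II challenge | dosing = single nominal compound dose of 6.5 µM | detection = TR-FRET with Eu-cAMP and labeled anti-cAMP, 671 nm | replication = singlicate | timing = compound 30 min, challenge 1 h, detection 1 h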
Numbers without * were called inactive; ? = inconclusive; . = not tested or not shown. Some of the compounds tested, so the mix of outcomes need not match the whole.

Values in the order: HTR2A ag	MC4R barr agon	ABHD5 PLIN5 PPI	TLR9-MyD88 inh	ABCB6 inh 2	NOD2 RIPK2 PPI	MC4R antagonist	N-glyco inh	NCOA2 inhibitor	Cardio protect
> Cn1cc(C(=O)N/N=C/C(Br)=C\c2ccccc2)ccc1=O
→ -7	-2.2	26*	1	111	4	-16	?	-42	6
> CCC(c1nnnn1-c1ccc2c(c1)OCCO2)N1CCN(c2ccc(C)cc2)CC1 (centres undefined)
→ -3	.	-7	.	97	-10	.	.	22	.
> CN(C)c1ccc(P(=O)(OC2CCCCC2)C(O)c2ccccn2)cc1 (centres undefined)
→ -5	0.8	-4	-12	103	1	8	0	21	4
> O=C(O)/C=C\c1cccc(-n2nnnc2SCc2ccccc2F)c1
→ 0	1.6	-4	7	101	2	15	0	-5	6
> O=C(c1ccc(Cl)c(S(=O)(=O)N2CCCCCC2)c1)N1CCOCC1
→ 0	-2.3	-8	2	98	6	-2	0	-52	-6
> CCN1C(=O)[C@H]2[C@@H](c3ccc(C)cc3)N[C@]3(CCCN(Cc4ccccc4)C3=O)[C@H]2C1=O
→ 0	0.7	-6	-6	100	1	14	2	14	-5
> COc1ccc(NC(=O)CC2C(=O)N(c3ccc(Cl)cc3)C(=S)N2NC(=O)c2cccc(F)c2)cc1 (centres undefined)
→ -3	2.4	1	-2	102	3	11	-2	2	4
> CCOC(=O)CCCC(=O)Nc1ncnc2c1C(c1ccccc1)c1c(ccc3ccccc13)O2 (centres undefined)
→ 8	-0.1	-1	5	91	-6	9	0	4	22
> O=C(Nc1ccc(S(=O)(=O)Nc2nccc(C3Cc4ccccc4C(=O)O3)n2)cc1)c1ccccc1 (centres undefined)
→ 6	-2.0	0	-1	90	-2	-2	0	7	5
> COCCCN(C(=O)Nc1ccc(C)c(C)c1)C(C)c1ccccn1 (centres undefined)
→ 0	-0.7	-5	-10	87	-6	-2	-2	3	-4
> O=C(CSc1ccc(Cl)cc1)Nc1nnc(-c2cccc([N+](=O)[O-])c2)s1
→ 4	0.4	7	-7	96	3	10	1	19	-15
> Cc1cc(C(=O)COC(=O)c2nn(C)c(=O)c3ccccc23)c(C)n1C
→ -1	0.6	3	1	99	-11	4	1	-12	5
> CCOC(=O)c1ccccc1NC(=O)C1CC(=O)N(C2CCCC2)C1 (centres undefined)
→ 4	-0.9	8	8	95	-11	1	-2	-12	2
> COC(=O)CSc1nnc(CNC(=O)c2cccs2)n1-c1cc(OC)ccc1OC
→ -1	-1.7	-7	-11	98	3	-5	1	.	9
> COc1ccc2[nH]c(C)c(CCN(Cc3cccs3)C(=S)Nc3cccc(F)c3)c2c1
→ 13	-0.2	-1	9	119	7	9	-8	.	-30
> COc1ccc(C(C)NC(=O)Cc2cccs2)cc1OC (centres undefined)
→ 4	-3.2	-4	7	101	-16	5	2	4	2
> Cc1ccc(-c2nnc(N3CC(C)OC(C)C3)c3ccccc23)cc1 (centres undefined)
→ 1	-0.4	3	-1	94	5	1	-5	-7	-4
> COc1cc(C)c(CN2CCN(S(=O)(=O)c3ccc(Cl)s3)CC2)cc1OC
→ -10	1.3	1	-5	95	-10	14	-3	-8	-12
> CC(CCN1CCN=C1Nc1ccccc1)c1ccccc1 (centres undefined)
→ -3	-2.4	1	-4	97	-2	1	4	-34	-1
> O=C(NCCc1c[nH]c2ccccc12)c1ccc(S(=O)(=O)NCc2ccco2)cc1
→ -2	-0.3	-5	0	100	1	5	0	-1	2
> N/C(=N\OC(=O)c1cc(Br)ccc1Cl)c1ccccn1
→ 3	-2.5	0	-9	99	2	4	-12	-45	-10
> COc1ccc(CCn2c3c(c(=O)[nH]c2=O)C(NC(=O)c2cccs2)(C(F)(F)F)C(=O)N3)cc1OC (centres undefined)
→ 15*	-0.6	-1	-6	93	6	1	1	-3	1
> CC(=O)c1c(C)[nH]c(C(=O)Nc2cccnc2)c1C
→ 1	-1.2	-4	-8	84	5	0	3	5	3
> Cc1ccc2c(C)nc(Nc3nc(CSc4nnc(C)s4)cc(=O)[nH]3)nc2c1
→ 2	-1.2	3	13	91	-5	-3	8	-51	24
> Cc1cc(S(=O)(=O)NC2CCCC2)ccc1F
→ 7	0.5	-4	-12	98	11	16	-1	-32	-10
> O=C(O)CC/C(=N/Nc1ncc(C(F)(F)F)cc1Cl)C(=O)O
→ -4	-1.5	-5	8	101	-20	-2	-2	-4	-4
> COc1cc(-c2noc(CCCC(=O)Nc3cccnc3)n2)cc(OC)c1OC
→ 8	-0.8	2	-5	96	0	-7	2	18	4
> COc1ccc2[nH]c3c(=O)n(CCCCCC(=O)NCCC(C)C)c(=S)[nH]c3c2c1
→ -3	-2.1	-7	9	90	2	9	1	-37	-9
> Fc1cc(F)c2nc(N3CCCC3)sc2c1
→ 10	-1.2	2	2	100	-16	3	-3	-35	2
> CSCCCN1CCCC(CO)(Cc2ccc(F)cc2)C1 (centres undefined)
→ 1	-1.5	3	8	98	-5	11	-4	-5	-4
> CN(c1ccccc1)S(=O)(=O)c1cccc(NC(=O)CN2CCCc3ccccc32)c1
→ -2	-1.1	3	1	95	4	2	-1	25	-9
> CCc1ccc(NC2=CC(=O)C(=O)c3ccccc32)cc1
→ 0	-4.7	-21	-2	104	-18	-16	-19	-75	-19
> Cc1ccccc1N1CC(C(=O)Nc2ccc3c(c2)OCO3)CC1=O (centres undefined)
→ 1	-0.4	-2	4	104	-6	8	3	-6	-2
> CCOc1ccc(OCCC(=O)OCC(=O)NCc2ccccc2)cc1
→ 3	0.8	6	-5	98	-1	0	2	21	-7
> COc1ccc(C(=O)OCC(=O)N2C(C)CCCC2C)cc1[N+](=O)[O-] (centres undefined)
→ -4	1.2	4	-1	99	-10	13	2	9	-2
> CCCCNc1ccc(S(=O)(=O)c2cccc([N+](=O)[O-])c2)cc1[N+](=O)[O-]
→ 0	-0.3	3	-2	98	-2	9	4	4	8
> COc1ccccc1N1CCN(C(=O)/C=C/c2cccs2)CC1
→ -3	-2.2	-2	8	104	3	3	1	3	0
> COc1ccc(S(=O)(=O)N2CCOCC2)cc1NC(=O)CSc1ccc(F)cc1
→ -1	-0.6	2	-3	93	-2	-4	0	-11	10
> COc1ccc(N2CC(NS(=O)(=O)c3cccs3)CC2=O)cc1 (centres undefined)
→ 6	-3.2	-1	7	100	6	6	-1	-22	2
> COc1ccccc1C(=O)NC(=O)Nc1c(C)cc(C)cc1C
→ -3	0.1	-2	1	99	2	0	1	10	-1
> O=C(NCC1CCCO1)c1cc2nc(-c3ccco3)cc(C(F)(F)Cl)n2n1 (centres undefined)
→ -1	0.1	10	4	95	-10	-8	-1	-1	14
> CCCCNc1c(-c2ccc(SC(C)CC)c(OC)c2)nc2ccc(C)cn12 (centres undefined)
→ -4	-1.1	-12	-10	100	-4	28	-8	-6	-17
> O=C(CN1C(=O)CC(c2ccccc2)S(=O)(=O)c2ccccc21)N1CCCCC1 (centres undefined)
→ 0	0.1	1	-7	97	-1	9	1	3	5
> COc1ccc(-c2ccc(C(=O)O)o2)c([N+](=O)[O-])c1
→ -6	-1.1	-22	-4	101	2	5	-1	-12	0
> O=S(=O)(NCc1ccccc1)c1ccc(S(=O)(=O)N(Cc2cccs2)CC2CCCO2)cc1 (centres undefined)
→ -2	6.5	-7	-1	95	-3	0	-7	3	-3
> COc1cc(/C=C2/SC(=O)N(Cc3ccccc3)C2=O)ccc1OCc1ccncc1
→ -2	4.7	-6	-1	96	4	8	-2	-10	2
> Cc1cc(=O)oc2ccc(OC(=O)CN3C(=O)c4cccc([N+](=O)[O-])c4C3=O)cc12
→ -1	0.6	0	-6	104	-4	17	0	8	10
> CC(C)C[C@@H]1CN=C(N)N1C[C@@H]1CCCN1C[C@@H](C(C)C)N1C[C@@H](Cc2ccccc2)N(CCCC2CCCC2)C1=N
→ -2	0.5	9	-2	107	3	6	1	1	18
> CC(=O)C[C@@H](O)CC(=O)[C@@H]1OC(=O)CCCCCCCc2ccccc21
→ 10	-2.4	-1	9	?	-8	9	-1	-3	3
> CCC(C)OC(=O)n1ccc(C(=O)Nc2nccs2)n1 (centres undefined)
→ 1	0.0	5	-1	112	5	6	-2	-15	-3
> COC(=O)c1ccc(NC(=O)CCN2C(=O)NC(C)(C)C2=O)cc1
→ 1	-0.5	0	-22	101	-2	2	4	-6	2
> COc1cc(NC(=O)c2cc(S(=O)(=O)N3CCCCC3)c[nH]2)cc(OC)c1
→ -1	-1.2	5	4	97	-4	4	0	4	3
> CCN(C(=O)COC(=O)c1ccc(S(=O)(=O)N2CCCc3ccccc32)cc1)C1CCS(=O)(=O)C1 (centres undefined)
→ -3	-1.5	0	-7	101	-12	30*	2	-35	-2
> C=CCOC(=O)C1=C[C@@H](c2ccccc2)[C@H](CCCO)[C@@H](OCC)O1
→ 4	1.2	-2	-12	100	-5	14	1	-15	4
> CC1(C)Cc2c(c(N3CCOCC3)nc3sc4c(NCCN5CCOCC5)nnnc4c23)CS1
→ -12	0.4	1	8	98	-2	13	-7	-9	4
> O=C(NCc1ccccc1)C1C(=O)Nc2ccccc2C(=O)N1C1CCCC1 (centres undefined)
→ 12	.	1	.	.	-2	.	.	4	.
> O=C(Nc1cccc(Br)c1)c1ccc2c(c1)SC1=NS(=O)(=O)CCN12
→ -2	-1.7	-2	-2	95	-10	7	0	-39	-1
> COc1ccc(CCNC(=O)Cc2cccs2)cc1OC
→ 2	2.2	5	6	100	2	9	1	-44	5
> Cc1ccsc1C(=O)OCC(=O)Nc1ccc(Cl)cc1C(F)(F)F
→ 1	0.9	1	7	98	-1	16	1	-32	-4
> Cc1ccccc1-c1cc2c(c3c1ccn3C)C1CCC2C1 (centres undefined)
→ -4	.	2	.	103	3	.	2	-3	-7

Other entries.
Values in the order: HTR2A ag	MC4R barr agon	ABHD5 PLIN5 PPI	TLR9-MyD88 inh	ABCB6 inh 2	NOD2 RIPK2 PPI	MC4R antagonist	N-glyco inh	NCOA2 inhibitor	Cardio protect
> CC12CCC(=O)N1C(C(=O)Nc1cccc3ccccc13)CS2 (centres undefined)
→ -4	-1.0	-4	-6	96	2	-3	1	1	8
> Cc1noc(C)c1-c1ccc(C(=O)NCC2CC2)c2occc12
→ 4	1.5	-5	.	103	2	3	14	-30	0
> Cc1cc(C)cc(N(CC(=O)NCc2ccco2)C(=O)CCC(=O)Nc2nccs2)c1
→ 3	3.5	7	3	103	-9	-3	1	7	0
> O=C(Cn1nnc(-c2cccs2)n1)NCCc1ccccc1
→ -2	-1.3	-1	13	91	-12	7	-2	7	1
> Cc1ccsc1C(=O)OCC(=O)Nc1c(Cl)cccc1C(F)(F)F
→ 0	-1.4	-3	2	100	-5	-3	-1	-4	2
> Cc1ccc(/C=C/C2=NN(Cc3ccccc3Cl)C(=O)CC2)cc1
→ -2	-0.3	-7	1	96	-3	-1	-2	-3	-15
> O=C(CCN1CCN(C(=O)c2ccccc2)CC1)c1ccc(Br)cc1
→ -5	-1.3	0	-3	95	-7	13	1	-15	-11
> COc1ccccc1N1CCN(c2ccc([N+](=O)[O-])cn2)CC1
→ 2	3.3	-2	-10	98	5	2	0	-2	-1
